# DENV2 CPE rescue = inhibitors of DENV2 cytopathic effect, primary screen, cell-based, plate reader, single concentration; DENV2-infected cells, cytopathic effect rescue; AID 651640, 2012; CPE inhibition, % at 9.99 µM; 350,000 compounds, 1.7% hits; in the data active = CPE inhibition above about 20%, passing the limit was not always enough; inconclusive = no clear call, values can overlap the other calls; tested in BHK-21 cells;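 note: 0% = median of neutral control wells and 100% = median of positive control wells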
# PglD inh = C. jejuni PglD acetyltransferase inhibitors, primary screen, biochemical, DTNB colorimetric, single point. 360,000 compounds, 0.098% hits. inhibition, % at 12.5 µM. purified PglD enzyme, DTNB colorimetric CoA detection; in the data active = inhibition above about 16%, passing the limit was not always enough; inconclusive = no clear call, values can overlap the other calls; note: strong numbers were not always called active
# ERp5 block = inhibitors of ERp5-driven insulin aggregation, primary screen, biochemical, turbidity, absorbance 650 nm, single point; Protein disulfide-isomerase A6 (Homo sapiens), Q15084; 90 min; inhibition, % at 9.99 µM; 350,000 compounds, 0.05% hits;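 active = mean replicate inhibition above about 25%, with every replicate also reaching it, limit read from the data, passing the limit was not always enough; inconclusive = only one of those two criteria met; inactive = neither criterion met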
# SIRT5 inh = SIRT5 desuccinylase inhibitors, primary screen, biochemical, fluorescence imaging, single point, set 5; NAD-dependent protein deacylase sirtuin-5, mitochondrial (Homo sapiens), Q9NXA8; Purified SirT5, succinyl-peptide AMC, trypsin-coupled fluorescence; inhibition, % at 15 µM; 330,000 compounds, 1.1% hits; AID 652115, 2013; in the data active = inhibition above about 15%; inconclusive = no clear call, values can overlap the other calls
# Target sequence (Q9NXA8 whole entry, looked up): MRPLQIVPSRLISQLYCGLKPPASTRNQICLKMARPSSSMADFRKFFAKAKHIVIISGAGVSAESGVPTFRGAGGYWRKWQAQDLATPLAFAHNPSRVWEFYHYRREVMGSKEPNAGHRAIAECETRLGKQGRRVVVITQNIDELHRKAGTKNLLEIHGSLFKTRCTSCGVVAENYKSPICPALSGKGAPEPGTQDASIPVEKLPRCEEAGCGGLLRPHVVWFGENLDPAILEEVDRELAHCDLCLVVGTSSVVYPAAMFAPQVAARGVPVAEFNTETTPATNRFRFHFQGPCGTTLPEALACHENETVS
# S100A4 inh HTS = inhibitors of S100A4-myosin IIA peptide binding, primary screen, biochemical, fluorescence polarization, TAMRA-MyoIIA peptide; 360,000 compounds, 0.14% hits; AID 652163, 2013; inhibition, % at 10.7 µM; Protein S100-A4 (Homo sapiens), P26447;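 active = mean inhibition of at least 70% across replicates, with every replicate also reaching that level; inconclusive = mean inhibition reaches 70% but some replicates fall short; inactive = mean inhibition below 70%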
# Target sequence (P26447 whole entry, looked up): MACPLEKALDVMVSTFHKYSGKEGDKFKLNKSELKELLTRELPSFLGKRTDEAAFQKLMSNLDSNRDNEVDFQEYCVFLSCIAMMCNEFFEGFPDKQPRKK
#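 Material: S100A4 monomer (human). Medium: Calcium-containing HEPES buffer, pH 7.2. Probe or stimulus: labelled myosin peptide probe, 5 nM. Compound dosing: one concentration per compound. Timing: polarization read 5 min after assay mix addition, stable 5–60 min. Benchmarks: DMSO as neutral control, TFP as positive control.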
# E-selectin induc = E-selectin induction in HUVECs, primary screen, imaging, HUVEC, immunofluorescence imaging, single point; 260,000 compounds, 0.37% hits; normalized: neutral wells 0, TNF-alpha wells 100; activation, % at 7.58 µM; P16581;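 active = mean E-selectin-positive cell signal at least 10% of the positive control, reached in at least 60% of replicates, without over 20% cell loss; inconclusive = no rule given, readout overlaps actives, possibly toxicity-flagged; inactive = the rest, including those meeting only one limit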;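 note: in these data hits start at about 27%; measured in HUVEC primary endothelial cells; signal is the percent of cells scored E-selectin positive by PE staining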
# Target sequence (P16581 whole entry, looked up): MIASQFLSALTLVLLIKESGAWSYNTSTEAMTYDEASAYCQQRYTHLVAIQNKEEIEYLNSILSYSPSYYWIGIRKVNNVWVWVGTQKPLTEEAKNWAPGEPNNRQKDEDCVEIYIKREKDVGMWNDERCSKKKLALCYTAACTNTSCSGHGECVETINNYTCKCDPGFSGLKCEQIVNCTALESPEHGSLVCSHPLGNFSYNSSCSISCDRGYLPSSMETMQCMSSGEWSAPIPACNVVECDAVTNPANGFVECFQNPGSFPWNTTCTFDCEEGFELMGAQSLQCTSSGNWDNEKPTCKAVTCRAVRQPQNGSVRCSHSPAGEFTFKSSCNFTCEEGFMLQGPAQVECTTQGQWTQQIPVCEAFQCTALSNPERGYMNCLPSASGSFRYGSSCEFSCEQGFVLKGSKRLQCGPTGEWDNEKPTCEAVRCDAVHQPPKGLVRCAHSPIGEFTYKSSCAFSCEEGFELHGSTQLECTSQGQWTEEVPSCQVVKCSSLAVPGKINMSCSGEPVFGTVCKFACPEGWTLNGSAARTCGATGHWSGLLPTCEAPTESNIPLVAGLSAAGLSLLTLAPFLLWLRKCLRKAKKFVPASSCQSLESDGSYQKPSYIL
#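 Read-out: % PE-positive cells | Test system: HUVEC | Doses: One compound dose added by pin transfer | Buffer or medium: EGM-2 over gelatin coat | Signal: Immunofluorescence imaging | Benchmarks: TNF-alpha, DMSO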
# Statin myotox sup = suppressors of statin myotoxicity in C2C12 myotubes, primary screen, cell-based, single point, plate reader. C2C12 myotubes + simvastatin, ATP luminescence, 48 h; scaled: DMSO 0, geranylgeraniol control 100. rescue of ATP level, % at 7.49 µM. 330,000 compounds, 0.78% hits;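 active = mean ATP rescue above about 67%, or every replicate alone reaching that limit, limit read from the data, passing the limit was not always enough; inconclusive = no clear call, values can overlap the other calls; inactive = mean under the limit and some replicate under it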;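 note: myotubes were challenged with 10 µM simvastatin during compound exposure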
# Active calls of the source: *; ? = inconclusive; · = no result given; & = joins results of further samples. An excerpt; count on the stated rates, not on these rows.
SMILES,DENV2 CPE rescue,PglD inh,ERp5 block,SIRT5 inh,S100A4 inh HTS,E-selectin induc,Statin myotox sup
Nn1c(SCc2cccc(F)c2)nnc1-c1ccncc1,-1,1,6,-3,-21,2.3,·
Cc1c(C(=O)O)[nH]c2c1C(=O)CC(c1ccc(C(C)(C)C)cc1)C2 (centres undefined),4,-1,-1,1,-16,0.2,-1
C[C@@H]1CN([C@@H](C)CO)S(=O)(=O)c2ccc(C3=CCCC3)cc2O[C@H]1CN(C)C(=O)c1cnccn1,10,-2,0,-1,2,-0.5,-6
Cc1ccc(-c2nc(C(=O)O)cs2)cc1,·,·,5,3,4,-3.7,·
COc1ccc(CNC(=O)C[C@@H]2C[C@@H]3c4cc(NC(=O)CN(C)C)ccc4O[C@@H]3[C@@H](CO)O2)cc1,-1,4,1,3,10,0.1,0
CC=Cc1ccc2n(c1=O)C[C@H]1[C@H](CO)[C@@H](C(=O)N(C)C)[C@@H]2N1CC1CCCCC1 (mixture of isomers),0,-4,2,2,4,0.0,-9
CC(=O)N1[C@@H]2Cn3c(ccc(C4=CCCC4)c3=O)[C@H]1[C@@H](C(=O)NC1CCCC1)[C@@H]2CO,?,·,-2,-14,1,0.2,·
COCC#Cc1ccc([C@@H]2[C@H](CO)N3CCCCN(S(=O)(=O)c4ccccc4F)C[C@@H]23)cc1,-4,3,3,-3,-4,-0.3,-28
O=C(N/N=C/c1ccncc1)c1cc(Br)ccc1OCc1ccccc1,4,·,2,6,-4,0.0,1
COc1ccc(NC(=O)Nc2ccc3c(c2)C(=O)N([C@@H](C)CO)C[C@@H](C)[C@@H](CN(C)S(=O)(=O)c2cn(C)cn2)OCCCC[C@H](C)O3)cc1,?,0,·,·,·,-0.1,·
O=C(c1cccnc1)N1CCN(S(=O)(=O)c2ccc(F)cc2)CC1,9,·,-2,-3,-5,2.8,·
C[C@H](CO)N1C[C@H](C)[C@@H](CN(C)Cc2ccc(C(=O)O)cc2)Oc2ccc(N(C)C)cc2CC1=O,7,5,-6,2,-2,0.0,4
CCCSc1nnc(CSc2ncccn2)n1C,-1,·,0,3,-5,-1.4,·
C[C@H](O)C#Cc1ccc2c(c1)O[C@@H](CN(C)Cc1cccnc1)[C@H](C)CN([C@H](C)CO)S2(=O)=O,2,0,2,-2,-6,0.6,-1
C[C@H](CO)N1C[C@H](C)[C@H](CN(C)S(=O)(=O)c2ccc(F)cc2)Oc2ccc(NS(=O)(=O)c3ccc(Cl)cc3)cc2CC1=O,-8,3,-12,2,-5,0.5,15
C[C@@H]1CN([C@H](C)CO)C(=O)CCCn2nncc2CO[C@H]1CN(C)Cc1ccc(C(=O)Nc2ccccc2N)cc1,15,1,-2,10,3,-0.3,10
O=C(NCc1ccc2c(c1)OCO2)C(=O)NCC1OCCCN1S(=O)(=O)c1cc(F)ccc1F (centres undefined),6,1,8,-2,-11,2.7,14
COc1ccc(NC(=O)Nc2cccc3c2O[C@@H](CN(C)C(=O)Nc2c(C)noc2C)[C@@H](C)CN([C@@H](C)CO)C3=O)cc1,6,-3,5,-1,4,-0.1,-7
C[C@@H]1CN([C@H](C)CO)C(=O)c2cc(NC(=O)NC3CCCCC3)ccc2O[C@H]1CN(C)C(=O)Nc1ccc(F)cc1,2,-2,0,-1,0,3.7,3
O=[N+]([O-])c1cccn2cc(-c3ccc(Br)cc3)nc12,-4,1,-1,-7,24,0.6,1
C[C@@H]1CCCCO[C@H](CN(C)S(=O)(=O)c2ccc(F)cc2)[C@@H](C)CN([C@H](C)CO)C(=O)c2cc(NC(=O)C3CCCCC3)ccc2O1,9,1,1,-1,-21,1.3,·
O=C(CC1S/C(=N/N=C/c2ccco2)NC1=O)Nc1cccc(Cl)c1Cl (centres undefined),2,·,2,7,-3,·,·
CC(=O)c1c(C)oc2ccc(NS(=O)(=O)c3ccc(F)cc3C)cc12,-3,-1,0,2,4,·,1
CCc1noc(C)c1C(=O)OCC(=O)Nc1ncc(Cl)cc1Cl,-4,0,0,-5,-9,0.0,8
CCCC1(CCC)NC(=O)N(CC(=O)Nc2ccc3c(c2)OCCO3)C1=O,-4,7,3,-2,-4,-0.1,8

# Additional results:
SMILES,DENV2 CPE rescue,PglD inh,ERp5 block,SIRT5 inh,S100A4 inh HTS,E-selectin induc,Statin myotox sup
COc1cccc(CC(=O)N2CCC(CCC(=O)Nc3cccc(OC)c3)CC2)c1,7,-2,-3,0,9,·,-18
CC(C)(Sc1ccc(CCN(CCCCC2CCCCC2)C(=O)NC2CCCCC2)cc1)C(=O)O,2,-4,6,26*,0,1.4,12
CC(C)c1c(C(=O)N/N=C2\CCc3ccccc32)nnn1-c1nonc1N,-6,-1,10,-24,1,·,-22
Cc1ccc(C2(C)NC(=O)N(CC(=O)Nc3ccccc3C(=O)NC3CCCC3)C2=O)cc1 (centres undefined),62*,-2,-1,0,-2,0.2,1
C[C@H]1CN([C@@H](C)CO)C(=O)c2cc(NC(=O)CCCN(C)C)ccc2O[C@H]1CN(C)Cc1ccccc1,14,1,-1,1,9,-0.2,-3
CO[C@H]1CN(C)C(=O)c2cc(NC(=O)c3ccno3)ccc2OC[C@@H](C)NC[C@@H]1C,-6,-5,2,-4,-34,0.1,9
COc1ccc(NC(=O)Nc2ccc3c(c2)C(=O)N([C@@H](C)CO)C[C@H](C)[C@H](CN(C)S(=O)(=O)c2ccccc2)O3)cc1,-2,-5,-1,9,2,·,·
O=C(NCc1cn(-c2ccccc2)nc1-c1ccccc1)c1ccc([N+](=O)[O-])cc1,9,0,2,1,4,-0.1,·
COc1ccc(S(=O)(=O)N(C)C[C@@H]2Oc3ccc(N(C)C)cc3C(=O)N([C@H](C)CO)C[C@@H]2C)cc1,-11,-1,10,4,-2,·,-42
Cc1ccccc1NC(=O)CSc1nnc(Cc2ccccc2)c(=O)n1N,0,-1,-1,2,1,2.0,8
CC1=CC(=O)c2ccccc2C1=O,10&1,-4&-2,3&-3,-3&-5,0&-20,-2.1&-0.1,2&1
Cc1ccsc1C(=O)NNC(=O)C1CC=CCC1C(=O)O (centres undefined),1,·,5,-1,-7,-0.2,·
CC(Sc1nnc(NC(=O)c2cc3ccccc3oc2=O)s1)c1ccccc1 (centres undefined),6,·,-1,·,0,-0.2,3
CC(O)CNc1nc2c(c(=O)n(Cc3ccc(Br)cc3)c(=O)n2C)n1C (centres undefined),2,3,1,1,7,·,18
CC(C)NC(=O)N[C@H]1C=C[C@H](CC(=O)N2CCCCC2)O[C@H]1CO,5,-1,-1,6,2,-0.9,-14
COc1ccc(NC(=O)C2(C)CCN2Cc2cccc(OC)c2OC)cc1OC (centres undefined),-5,-6,7,·,0,2.1,-1
CC(=O)N1[C@H](CO)[C@H](c2ccc(C3=CCCCC3)cc2)[C@@H]1CNC(=O)CN(C)C,-10,-1,1,5,-10,0.4,-7
O=C(CC1CC1)N1CC(=O)N2[C@@H](CO)[C@H](c3ccc(C#Cc4ccc(F)cc4)cc3)[C@@H]2C1,-1,·,-6,-1,1,0.0,·
CO[C@@H]1CN(C)C(=O)c2cc(NC(=O)C3CC3)ccc2OC[C@@H](C)N(Cc2ccccc2C(=O)O)C[C@H]1C,2,-3,-3,1,-2,-0.1,0
Cc1ccc(C(=O)Nc2ccc(S(=O)(=O)N3CCCC3)cc2)o1,-5,-4,-8,-1,-16,-1.6,7
COc1ccccc1-c1nnc(SCc2nc3ccccc3[nH]2)n1C,-2,0,-7,2,4,·,60
CC(C)CCOc1ccc(CO[C@@H]2[C@H]3OC(C)(C)O[C@H]3O[C@@H]2C(O)CO)cc1 (some centres undefined),1,3,-3,0,-3,-0.1,1
CCOCCCNC(=S)N1CCCN(c2nc3c(C)c(C)ccc3cc2C#N)CC1,0,·,-2,-2,1,·,·
COc1ccc(O)c(/C=N/N2CCOCC2)c1,-1,2,-6,-3,1,·,·
Cc1noc(C)c1NC(=O)Nc1ccc2c(c1)C(=O)N([C@@H](C)CO)C[C@@H](C)[C@@H](CN(C)C(=O)Nc1ccc3c(c1)OCO3)OCCCC[C@@H](C)O2,-1,4,0,8,-1,-0.2,·

# Additional entries follow.
SMILES,DENV2 CPE rescue,PglD inh,ERp5 block,SIRT5 inh,S100A4 inh HTS,E-selectin induc,Statin myotox sup
CCc1ccc(C(=O)NNC(=O)c2n[nH]c(=O)c3ccccc23)cc1,8,-6,9,1,0,-0.2,29
C[C@H](CO)N1C[C@H](C)[C@@H](CN(C)Cc2ccc(F)cc2)Oc2cc(C#CC3CC3)ccc2S1(=O)=O,6,1,9,13,-15,·,-23
CC1CCC2(CC1)NC(=O)N(CC(=O)NC(C)c1ccc(F)c(F)c1)C2=O (centres undefined),3,0,-7,-4,12,-0.1,2
N#CCC(=O)Nc1ccc(C(=O)OCC(=O)N2CCCC2=O)cc1,-5,5,5,-3,-1,1.1,16
C[C@H]1CN([C@@H](C)CO)C(=O)c2cc(NC(=O)NC3CCCCC3)ccc2O[C@@H]1CN(C)C,6,-1,-3,·,3,·,-3
Cc1ccc(S(=O)(=O)N2C[C@@H]3CCCC[C@@H]3[C@@H](C)[C@H]2c2cn(Cc3ccccc3)c3ccc(F)cc23)cc1,-7,-5,3,26*,-1,-2.6,8
CCOC(=O)c1cc2c(OC)c(OC)ccc2c2[nH]cc(C#N)c(=O)c12,-10,·,2,·,1,0.0,·
Cc1ccc(S(=O)(=O)N2CCN(C(=O)COC(=O)COc3ccccc3C(C)C)CC2)c(C)c1,?,9,·,-4,-5,0.2,3
CCC(=O)Nc1ccc(S(=O)(=O)N2CCc3ccccc3C2)cc1,-6,-2,5,1,-5,-0.5,-2
CCC(=O)N1C[C@@H](C)[C@H](OC)CN(C)C(=O)c2cc(NC(=O)Nc3cccc(F)c3)ccc2OC[C@@H]1C,-6,0,-3,15*,24,-0.3,-12
CO[C@H]1CN(C)C(=O)c2ccc(NS(C)(=O)=O)cc2OC[C@@H](C)N(C(=O)NC(C)C)C[C@H]1C,10,-3,5,-4,8,0.3,-1
Cc1nn(C)c(Cl)c1CN1CCN(C2CCCCC2)C(CCO)C1 (centres undefined),9,·,19,-6,-31,0.1,·
C[C@@H]1CN([C@H](C)CO)C(=O)c2cccc(NC(=O)c3ccc(-c4nccs4)cc3)c2O[C@@H]1CN(C)Cc1ccncc1,-1,4,2,4,-22,-3.3,-3
O=C(O)c1cccc(S(=O)(=O)N2CCC(n3nnc4cc(C(F)(F)F)ccc43)CC2)c1,3,-6,-1,7,-6,-0.1,-2
CC(C)(C)NC(=O)C1CC(=O)OC12CCOC(C)(C)C2 (centres undefined),10,·,-2,-3,-1,·,·

# An excerpt of these results, with values under each structure:
# Results follow in this order: DENV2 CPE rescue, PglD inh, ERp5 block, SIRT5 inh, S100A4 inh HTS, E-selectin induc, Statin myotox sup
- CCc1ccc(C(=O)NNC(=O)c2n[nH]c(=O)c3ccccc23)cc1
→ 8, -6, 9, 1, 0, -0.2, 29
- C[C@H](CO)N1C[C@H](C)[C@@H](CN(C)Cc2ccc(F)cc2)Oc2cc(C#CC3CC3)ccc2S1(=O)=O
→ 6, 1, 9, 13, -15, ·, -23
- CC1CCC2(CC1)NC(=O)N(CC(=O)NC(C)c1ccc(F)c(F)c1)C2=O (centres undefined)
→ 3, 0, -7, -4, 12, -0.1, 2
- N#CCC(=O)Nc1ccc(C(=O)OCC(=O)N2CCCC2=O)cc1
→ -5, 5, 5, -3, -1, 1.1, 16
- C[C@H]1CN([C@@H](C)CO)C(=O)c2cc(NC(=O)NC3CCCCC3)ccc2O[C@@H]1CN(C)C
→ 6, -1, -3, ·, 3, ·, -3
